Wee1 degr inh: inhibitors of human Wee1 degradation | P30291 | HeLa Luc-Wee1K328M stability, luciferase luminescence; 100% = proteasome inhibitor MG132 effect | reporter increase, % at 5 µM | 220,000 tested, 1.2% active | AID 1321;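 active = activation above the mean of all tested compounds plus 3 SD, set per screening run, cut at about 8.8% in these data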;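 also: cells exposed to compound for 20 h before luminescence read; 0% = DMSO alone and 100% = MG132 at 30 µM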
Runt-SMMHC FRET: inhibitors of human RUNX1 Runt domain binding to CBFb-SMMHC. Cerulean-Runt/Venus-CBFb-SMMHC FRET ratio 530/480, 1 h. inhibition, % at 20 µM. 220,000 tested, 0.74% active. AID 1434;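 active = mean inhibition across duplicate retests at 20 µM reaching about 50%, limit read from the data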;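 also: 0% = DMSO wells and 100% = wells with excess untagged CBFb-SMMHC; inhibitors lower the FRET ratio by blocking Runt binding to CBFb-SMMHC; some results filed as inactive read as strong as hits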
Target sequence (Q01196 whole entry, looked up, the tested form may be a part): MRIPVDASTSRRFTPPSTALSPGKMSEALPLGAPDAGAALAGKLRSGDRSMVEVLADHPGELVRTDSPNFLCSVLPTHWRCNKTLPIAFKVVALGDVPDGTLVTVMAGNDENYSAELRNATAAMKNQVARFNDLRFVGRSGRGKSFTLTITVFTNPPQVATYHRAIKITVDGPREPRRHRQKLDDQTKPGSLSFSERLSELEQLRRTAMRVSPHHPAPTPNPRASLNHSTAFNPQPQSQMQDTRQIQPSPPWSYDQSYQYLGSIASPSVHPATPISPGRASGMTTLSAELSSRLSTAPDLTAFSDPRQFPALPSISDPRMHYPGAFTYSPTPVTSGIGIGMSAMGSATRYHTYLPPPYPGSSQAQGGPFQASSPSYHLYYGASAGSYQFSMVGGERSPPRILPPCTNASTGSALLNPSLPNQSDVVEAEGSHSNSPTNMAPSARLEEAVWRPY
Target sequence (Q13951 whole entry, looked up, the tested form may be a part): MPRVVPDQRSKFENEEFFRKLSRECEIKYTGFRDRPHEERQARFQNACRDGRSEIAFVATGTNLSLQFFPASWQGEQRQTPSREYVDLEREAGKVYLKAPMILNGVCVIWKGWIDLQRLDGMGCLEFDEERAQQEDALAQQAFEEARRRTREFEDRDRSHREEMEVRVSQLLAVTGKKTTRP
Hck Nef HTS: blocks Nef-activated human Hck kinase. P08631. Recombinant Hck-YEEI plus Nef, Z-Lyte FRET kinase assay. inhibition, % at 20 µM. 220,000 tested, 0.68% active. AID 463187;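 active = Hck-Nef kinase inhibition above about 50%, limit read from the data; inactive = inhibition below that limit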;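 also: 0% = DMSO with Hck plus Nef and 100% = Hck alone without Nef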
14-3-3 Bad inh: disrupts binding of bovine 14-3-3 zeta to phospho-Bad peptide | P63103 | TR-FRET 14-3-3zeta/Dy647-pBad peptide displacement, 1 h | inhibition, % at 21.7 µM | 220,000 tested, 0.71% active | AID 781;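 active = inhibition above about 70%, limit read from the data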;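 also: 0% = full 14-3-3 plus peptide FRET controls and 100% = background without 14-3-3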
FXIIa inh 1536: inhibitors of human coagulation factor XIIa | inhibition, % at 5 µM | AID 800 | 220,000 tested, 0.3% active | purified FXIIa, Boc-QGR-AMC fluorogenic substrate, 2 h; in the data active = inhibition above about 40%;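 also: 0% = enzyme with no compound and 100% = blank without enzyme; many of its hits are not listed in these tables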
FXIa inh 1536: factor XIa (human) inhibition | 220,000 tested, 0.14% active | inhibition, % at 5 µM | purified FXIa, Boc-Glu-Ala-Arg-AMC fluorogenic substrate | P03951;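 active = inhibition of at least 40%; inactive = inhibition below 40%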;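 also: fluorescence of freed AMC excited at 355 nm; 0% = enzyme without compound and 100% = no enzyme blank; many of its hits are not listed in these tables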
thrombin 1536: inhibitors of human thrombin; P00734; alpha-thrombin, Boc-VPR-AMC fluorogenic substrate cleavage; inhibition, % at 5 µM; 220,000 tested, 0.26% active;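 active = inhibition at or above 40%; inactive = inhibition below 40%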;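 also: 0% = enzyme with no compound and 100% = wells without enzyme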
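System – human alpha-thrombin · Medium – pH 7.5 Tris (50 mM) with NaCl 150 mM, Tween 20 0.05% · Compound – single-point dosing at 5 µM, 0.2% DMSO · Incubation – enzyme reaction carried out at room temperature · Technique – fluorescence of released AMC, ex 355 nm, em 460 nm · Read-out basis – % inhibition of thrombin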
KLK5 inh: blocks human kallikrein 5 protease activity; Q9Y337; recombinant hK5, fluorogenic AMC substrate cleavage; inhibition, % at 5 µM; 210,000 tested, 0.59% active;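 active = inhibition of 40% or more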;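 also: 0% = enzyme controls without compound and 100% = no-enzyme blanks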
Target sequence (Q9Y337 67-293 limits assumed): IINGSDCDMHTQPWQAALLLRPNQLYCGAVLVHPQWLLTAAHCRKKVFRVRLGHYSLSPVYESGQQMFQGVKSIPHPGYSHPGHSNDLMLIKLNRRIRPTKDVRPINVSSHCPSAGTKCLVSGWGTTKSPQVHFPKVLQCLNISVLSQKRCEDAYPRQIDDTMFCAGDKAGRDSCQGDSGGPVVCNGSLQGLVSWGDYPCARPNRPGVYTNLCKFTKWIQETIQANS
Runt-CBFb FRET: blocks binding of human RUNX1 Runt domain to CBFb; Q01196+Q13951; Cerulean-Runt/Venus-CBFb FRET ratio 530/480, 1 h; inhibition, % at 20 µM; 220,000 tested, 0.46% active;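 active = inhibition over about 50% at 20 µM in the single-dose screen, limit read from the data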;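 also: 0% = DMSO wells and 100% = excess unlabeled CBFb competitor control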
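Buffer or medium: Tris pH 7.5 buffer with BSA. Assay system: Cerulean-labeled Runt domain protein. Amount: each fluorescent fusion protein 100 nM. Read-out basis: loss of energy transfer signal. Incubation: 1 h compound exposure, room temperature. Probe or stimulus: Venus-CBFb binding partner, 100 nM. Detection: FRET, excitation 422 nm, emission at 530 and 480 nm.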
An asterisk follows results filed as active; x = not tested or not shown; [ ] = dose if it differs, or a comment.

mol,Wee1 degr inh,Runt-SMMHC FRET,Hck Nef HTS,14-3-3 Bad inh,FXIIa inh 1536,FXIa inh 1536,thrombin 1536,KLK5 inh,Runt-CBFb FRET
O=C1CC(c2ccccc2)Oc2cc(O)cc(O)c21 (stereo not drawn),x,0,34,-4,13,4,6,4,-2
Cc1ccc(C2CC(=O)c3cnn(-c4nc(C)cc(C)n4)c3C2)cc1 (stereo not drawn),1,3,6,-2,14,7,2,-5,-7
O=S(=O)(c1ccccc1)N1CCN(c2nc(-c3cccs3)nc3ccccc23)CC1,3,6,1,1[fluorescence artefact?],6,-4,-3,-9,2
O=C(Cn1cc2c(n1)CCCC2)NCCCN1CCN(C2CCCCC2)CC1,4,-4,-7,-1,0,-7,-5,1,2
CCCn1c(C)cc(/C=C(\C#N)C(=O)O)c1C,1,-2,2,9[fluorescence artefact?],16,11,-12,13,1
CC(=O)Oc1cc2cccc(OC(C)=O)c(=O)c2c(OC(C)=O)c1OC(C)=O,1,-2,13,75*,11,1,-8,-7,20
Cc1ccc2cccc(OCc3ccccc3)c2n1,-1,0,19,3,7,0,3,0,-1
COc1ccc(Cn2c(-c3ccco3)nc3c(c(=O)c4ccccc4n3C)c2=O)cc1,-2,-1,13,26,5,-3,-6,-3,5
Cc1ccc(NC(=O)C(C)[n+]2ccccc2)cc1[N+](=O)[O-] (stereo not drawn),-2,2,-12,1,-3,-8,-5,-7,-1
COc1ccc(C2CCCN2C(=O)Nc2ccc(F)cc2)cc1OC (stereo not drawn),-1,2,-2,-1[fluorescence artefact?],13,6,0,-8,1
CN(C)c1ccc(CNC2CC(C)(C)NC(C)(C)C2)cc1,3,-5,0,-1,9,8,-5,8,0
O=C1OC(NCc2cccnc2)(c2ccc(Cl)cc2)c2ccccc21 (stereo not drawn),2,1,22,2,5,0,-3,-2,-2
N#Cc1c(-c2ccccc2)ccn(Cc2cccc(Cl)c2)c1=O,0,-4,1,5,11,-3,1,-6,0
O=C(NCc1cccnc1)c1ccc(COc2ccc(Cl)cc2)cc1,2,-1,4,-9,4,-3,5,-7,-10
CC12CCC(C(=O)Nc3cccc(NC(=O)C45CCC(C)(C(=O)O4)C5(C)C)n3)(OC1=O)C2(C)C,-1,1,-1,-5,15,0,-7,-2,-4
CS(=O)(=O)c1cnc(-c2cccnc2)nc1N,-3,0,-25,3,12,7,-1,6,2
COCC(C)NCc1ccccc1C (stereo not drawn),4,1,1,x,8,1,1,-14,2
CCc1ccccc1OCC(=O)N(CC)CC(=O)NCc1ccc(F)cc1,0,1,0,4,12,-3,-10,-6,0
CN1CCN(C(=O)c2ccc(N(Cc3ccccc3Cl)S(C)(=O)=O)cc2)CC1,-1,1,6,-4,0,-2,-5,3,0
Cc1ccccc1NC(=O)N1CCCC1C(=O)NCc1cccs1 (stereo not drawn),4,0,11,-7[fluorescence artefact?],15,6,1,-9,3
O=C1C=C(c2cccs2)C[C@H](c2ccccc2)[C@H]1n1nnc([N+](=O)[O-])n1,5,1,5,-14[fluorescence artefact?],17,12,-1,-20,4
O=C(C[n+]1cc(-c2ccc(F)cc2)n2c1CCC2)Nc1nc(-c2ccc(F)cc2)cs1,4,1,5,0,3,0,-6,-6,-2
O=C(Nc1cccc2cccnc12)C1CCCC1,-3,-1,-1,11,10,7,12,11,0
O=C(O)CCCC(=O)Nc1ccc(Cl)cc1,3,0,13,-1,10,2,-8,-3,0
CCC(CCC(=O)Nc1cccc(C(=O)O)c1)C(=O)O (stereo not drawn),0,-4,5,4,6,-3,-7,10,2
COc1cccc(Cn2cnc3c(NS(=O)(=O)c4ccc(Cl)cc4)c(C)c(C)cc32)c1,0,2,16,22[fluorescence artefact?],14,0,5,3,1
C/C(CC(=O)Nc1ccc(C)c(Cl)c1)=N\NC(=O)c1ccncc1,-3,-1,-31,-15,2,-3,0,-7,2
CCC(C(=O)N1CCN(c2cccc(Cl)c2)CC1)c1ccccc1 (stereo not drawn),0,-3,1,6,2,3,-8,-25,-2
Cc1nn(-c2ccccc2)c(Cl)c1/C=N/Nc1nncc(=O)[nH]1,-2,0,3,-9,4,-4,-9,-1,0
CCOC(=O)C1C(c2ccc(OC)cc2)N(C)OC1(O)C(F)(F)F (stereo not drawn),-2,2,20,6,5,-4,-13,4,0
O=C(Nc1cccc(O)c1)c1ccccc1[N+](=O)[O-],-4,2,-40,-1,6,-3,-2,x,1
CCCCCCN(C(=O)CCCCCN1C(=O)NC(c2ccc(-c3ccccc3)cc2)C(C(=O)OCc2ccccc2)=C1C)C(C(=O)NCCCC)c1ccc(OCC(=O)OC)cc1 (stereo not drawn),-1,-1,-3,-6,10,2,-1,-6,-7
O=C(N/N=C/c1cccs1)c1ccc2nc[nH]c2c1,-2,0,-9,-9,3,-5,4,-13,x
O=C(NC1CCCCC1)C(c1ccccc1)N(Cc1ccc2c(c1)OCO2)C(=O)c1cnsn1 (stereo not drawn),-1,4,9,0,12,4,4,4,-1
Cc1cccnc1NC(=O)CSc1nnc(Cc2ccccc2)o1,-1,-6,4,5,18,10,2,5,0
O=C(CC1CCCCC1)Nc1ccc(-c2ccc3nncn3n2)cc1,0,0,11,0,5,-1,-6,8,-4
COc1ccccc1/C=C/C(=O)OCC(=O)Nc1c(F)cccc1F,0,-1,-9,0,x,-2,-4,0,-2
CC(=O)Nc1ccc(/C(C)=N/Nc2nc(N3CCOCC3)nc(N3CCOCC3)n2)cc1,-1,-1,14,1,9,-2,-5,-2,5
O=C(NCc1ccco1)c1cc(-c2ccncc2)nc2ccccc12,3,1,-1,0,-8,-8,-4,1,0
CS(=O)(=O)c1ccc(Cl)c(NC(=O)Cc2ccccc2F)c1,-1,1,-3,1,8,-3,-2,-6,0
COc1cc(C(=O)Sc2ccc(Cl)cc2)cc(OC)c1OC,-3,-5,-1,-7,12,-2,2,-11,-3
Cc1cccc(N=C2NC(=O)CS2)c1C,-3,-4,1,-4,1,-15,-2,-6,0
CCCCC(c1nnnn1C1CCCC1)N1CCN(C2CCCCC2)CC1 (stereo not drawn),1,3,8,6[fluorescence artefact?],13,11,0,4,2
C#CCOCCOCCOCCNc1nc(N2CCN(C(=O)[C@H](CCC(=O)O)n3cc(C(N)Cc4ccc(O)cc4)nn3)CC2)nc(N2CCN(C(=O)[C@H](Cc3cc4ccccc4[nH]3)n3cc(C(N)[C@H](C)CC)nn3)CC2)n1 (stereo partly drawn),1,5,-4,16,7,-1,0,2,3
Cc1ccc(OCC(=O)NNC(=O)c2cccnc2)cc1,1,3,1,-7,15,4,3,-21,9
Cc1cc(NC(=O)c2cc(-c3ccccn3)nc3ccccc23)no1,0,3,1,1,4,7,2,-24,0
O=C(NCCc1ccccc1)Oc1ccc(Cl)cc1,2,4,1,1,7,0,0,-2,3
CC1(C)CCc2c([nH]c3ccccc3c2=O)O1,0,1,13,16,5,-5,-13,-1,0
Cc1ccc(N2C(=O)c3ccc(N)cc3C2=O)cc1C,1,-110,0,8,10,-4,-6,1,-29
CCCN(CCC)S(=O)(=O)c1ccc(C(=O)Nc2nnc(-c3cc(OC)cc(OC)c3)o2)cc1,-2,0,3,11,-7,-5,3,-243,1
N#C/C(=C\c1c[nH]c2ccccc12)C(=O)NCC1CCCO1 (stereo not drawn),1,8,28,-4,9,2,-9,5,-11
CC(C)NC(=O)c1sc2c(c1C(=O)Nc1cccnc1)CCCC2,-1,3,18,-11,6,3,-4,0,-1
Cc1ccc([C@@H]2C3COCC=C3C(C#N)=C(N)C2(C#N)C#N)o1 (stereo partly drawn),3,-120,3,-9[fluorescence artefact?],17,-1,3,1,-38
Cc1ccc(OCC(=O)NC2CCCC2)c(C)c1,0,0,0,1,8,0,-1,-17,-2
CC(=O)Nc1cc(C(=O)OC(C(=O)c2ccccc2)c2ccccc2)ccc1C (stereo not drawn),-2,-2,1,12,10,-6,-3,3,-3
CC1NC2(C(=O)N(Cc3ccccc3)c3ccccc32)C2C(=O)N(c3ccccc3)C(=O)C12 (stereo not drawn),-1,-4,15,4[fluorescence artefact?],9,-1,-1,-11,2
COc1cc(/C=N/NC(=O)C(=O)/C=C2\NC3(CCCC3)Cc3ccccc32)ccc1O,1,-4,1,-6,3,-1,-7,-5,-3
COc1cc(CNCc2ccccn2)ccc1OCc1ccc(Cl)cc1,1,-1,3,6[fluorescence artefact?],5,-1,-16,3,0
CCOC(=O)C(=NCC1CCCO1)NNc1cc(Cl)ccc1Cl (stereo not drawn),-4,0,33,4,2,-5,-1,-2,1
CCn1c(C)nc2c1C(=O)c1ccccc1C2=O,-1,-12,1,-4[fluorescence artefact?],15,2,3,-5,x

New compounds follow.
mol,Wee1 degr inh,Runt-SMMHC FRET,Hck Nef HTS,14-3-3 Bad inh,FXIIa inh 1536,FXIa inh 1536,thrombin 1536,KLK5 inh,Runt-CBFb FRET
Nc1nc(CN2CCCCCC2)nc(Nc2ccccc2)n1,-1,-8,0,-20,1,3,-6,-4,1
COc1ccc(OC)c(CNC(=O)C2CCCN(C(=O)N(C)C)C2)c1 (stereo not drawn),3,0,-15,-5[fluorescence artefact?],-11,-7,-6,-2,0
CCn1cc(SCC(=O)Nc2cc(C)on2)c2ccccc21,1,-3,14,-3,21,-3,-1,2,-2
Cc1cc(C)c[n+](-c2nc3ccccc3nc2[N-]S(=O)(=O)c2ccc(Br)s2)c1,-4,78*,-1,-1,1,-17,-6,36,34
CCN(CC)S(=O)(=O)c1ccc(N=NC2=C(O)CCCC2=O)cc1,-1,-2,3,3,20,11,-4,0,2
CNS(=O)(=O)c1cccc(C(=O)Nc2cccc(Cl)c2)c1,0,-4,3,-10,9,1,2,-14,2
CCOC(=O)c1nnc(-c2ccc(C)cc2)nc1Oc1ccc(Cl)cc1Cl,0,-1,1,14,9,7,3,-3,1
CN(C)CCSc1nc(-c2ccccc2)nc2c1CCC2,1,0,3,-8[fluorescence artefact?],3,4,-10,6,1
c1ccc(-c2nnc(N3CCN(c4ccccc4)CC3)nc2-c2ccccc2)cc1,1,-13,7,4,10,6,0,-3,-1
COc1ccccc1/C=C/C(=O)c1c2c(c(C)[nH]c1=O)CCCC2,-3,-1,0,-6,22,9,6,5,0

Ordered by value in Hck Nef HTS (smallest number first): three of the compounds above.
mol,Wee1 degr inh,Runt-SMMHC FRET,Hck Nef HTS,14-3-3 Bad inh,FXIIa inh 1536,FXIa inh 1536,thrombin 1536,KLK5 inh,Runt-CBFb FRET
COc1ccc(OC)c(CNC(=O)C2CCCN(C(=O)N(C)C)C2)c1 (stereo not drawn),3,0,-15,-5[fluorescence artefact?],-11,-7,-6,-2,0
Cc1cc(C)c[n+](-c2nc3ccccc3nc2[N-]S(=O)(=O)c2ccc(Br)s2)c1,-4,78*,-1,-1,1,-17,-6,36,34
CCN(CC)S(=O)(=O)c1ccc(N=NC2=C(O)CCCC2=O)cc1,-1,-2,3,3,20,11,-4,0,2
